ELG1 genotox: inducers of genotoxicity in HEK293T ELG1-luciferase cells. HEK293T ELG1-luciferase reporter, luminescence, 16 h. Potency, µM (highest dose often 46 µM), without a hit: top-dose activity change, positive = activation, hits mostly activators. 330,000 compounds, 1.3% hits; further: potency means the concentration at half of the fitted maximal effect; % of control where 0% means no effect; nearly all actives have a fitted effect of over 60% in size
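Screening used a luciferase reporter fused to human ELG1 in HEK293T cells. Luminescence was read on a CCD plate imager after 16 hr exposure and 30 min ONE-Glo incubation.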
Tb PFK block: T. brucei PFK enzyme inhibition; O15648; T. brucei PFK, ADP-Glo luminescence; Potency, µM (highest dose often 57.5 µM), inactives show at the top dose activity, negative = inhibition, most hits filed as inhibitors; 330,000 compounds, 0.17% hits; AID 485367;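 further: potency means the concentration at half of the fitted maximal effect; 0% = uninhibited 1x PFK enzyme wells and -100% = no-enzyme wells; nearly all actives have a fitted effect of over 60% in size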
Target sequence (O15648 whole entry, looked up): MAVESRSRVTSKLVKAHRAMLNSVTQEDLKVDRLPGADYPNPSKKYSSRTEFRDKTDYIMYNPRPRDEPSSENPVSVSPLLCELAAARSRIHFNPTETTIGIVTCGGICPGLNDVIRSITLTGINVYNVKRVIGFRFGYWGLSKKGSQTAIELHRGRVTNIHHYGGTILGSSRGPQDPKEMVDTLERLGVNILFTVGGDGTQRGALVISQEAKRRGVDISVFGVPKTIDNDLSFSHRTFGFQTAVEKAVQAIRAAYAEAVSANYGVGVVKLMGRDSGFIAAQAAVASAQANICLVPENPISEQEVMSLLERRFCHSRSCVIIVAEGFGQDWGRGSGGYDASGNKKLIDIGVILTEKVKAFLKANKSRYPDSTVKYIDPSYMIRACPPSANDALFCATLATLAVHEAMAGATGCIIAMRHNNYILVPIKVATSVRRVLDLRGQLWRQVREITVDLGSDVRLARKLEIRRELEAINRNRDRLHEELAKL
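Activity is normalized to no-enzyme wells (full inhibition) and 1.25 nM enzyme wells (no inhibition). Reaction: 0.5 mM F6P, 0.1 mM ATP, 45 min RT, ADP-Glo luminescence; concentration-response curves fitted and classed by quality.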
FLuc modulator: inhibits or activates purified firefly luciferase, miR-21 counter-screen; P08659; Potency, µM (series often up to 57.5 µM), for inactives: at the top dose activity change, negative = inhibition, usual class: inhibitors; purified FLuc, Km substrates, luminescence inhibition; 360,000 compounds, 6.9% hits;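 further: potency means the concentration at half of the fitted maximal effect; plate controls were vehicle for no effect and reference inhibitor for full effect; nearly all actives have a fitted effect of over 55% in size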
Target sequence (P08659 whole entry, looked up): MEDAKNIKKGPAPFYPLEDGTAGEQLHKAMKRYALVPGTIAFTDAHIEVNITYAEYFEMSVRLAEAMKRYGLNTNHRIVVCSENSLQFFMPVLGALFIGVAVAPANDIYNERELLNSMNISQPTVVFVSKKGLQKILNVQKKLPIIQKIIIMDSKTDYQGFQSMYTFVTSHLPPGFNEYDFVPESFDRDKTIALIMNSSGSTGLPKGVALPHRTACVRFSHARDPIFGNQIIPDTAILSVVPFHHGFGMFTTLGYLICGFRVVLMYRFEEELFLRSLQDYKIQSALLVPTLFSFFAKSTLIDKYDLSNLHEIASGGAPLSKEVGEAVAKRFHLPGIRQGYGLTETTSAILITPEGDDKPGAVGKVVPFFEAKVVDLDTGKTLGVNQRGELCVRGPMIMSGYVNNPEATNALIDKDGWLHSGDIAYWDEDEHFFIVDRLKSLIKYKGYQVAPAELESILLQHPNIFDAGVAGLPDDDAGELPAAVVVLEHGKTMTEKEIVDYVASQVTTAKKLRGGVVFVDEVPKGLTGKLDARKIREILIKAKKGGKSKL
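Purified P. pyralis luciferase, 10 nM final, with Km-level 10 uM D-luciferin and 10 uM ATP in 50 mM Tris acetate pH 7.5, 10 mM Mg acetate, 0.01% Tween-20, 0.05% BSA; 6-point qHTS titration about 60 µM downward; luminescence read.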
Giardia killer: Giardia lamblia killing | Giardia lamblia trophozoite viability | activity change, % at 7.66 µM, hits read low | 340,000 compounds, 0.15% hits | AID 540267; in the data active means activity change below about -80%; inconclusive means between about -30% and that limit;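 further: parasites exposed to compound for two days anaerobically before the ATP read; on the % scale 0 is the no-effect control and ±100 the full control effect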
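Trophozoites 100 cells/well + cpd; 48 hrs, 37 deg C, anaerobic. ATPLite 1-Step added, 15-30 min RT, luminescence read (ATP-based viability).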
KCNH2 3.1 block: blocks the human KCNH2 3.1 channel isoform | U2OS KCNH2 3.1, thallium flux FluxOr; hits give low values | activity change, % (tested at about 1.8 µM) | 340,000 compounds, 0.95% hits;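 active means maximum activity change below -70%; inconclusive means maximum activity change from -70% to -50%; inactive means maximum activity change above -50%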;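 further: thallium influx rate constant from kinetic fluorescence after stimulation buffer; on the % scale 0 is the no-effect control and ±100 the full control effect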
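Normalized rate constant (relative to positive and negative DMSO controls) derived from a 2 min kinetic fluorescence read after stimulation; U2OS cells expressing the 3.1 isoform via virus at 1.77 x 10^8 /mL.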
FBPA coupling cs: counter-screen for Giardia aldolase inhibitors: coupling enzyme system; coupling enzyme system counterscreen, AmpLite Red fluorescence; activity change, negative = inhibition, % at 58.2 µM, hits read low; 290,000 compounds, 0.67% hits; AID 2472; in the data active means activity change below about -30%; further: on the % scale 0 is the no-effect control and ±100 the full control effect
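Compounds tested against the coupling enzymes alone at 57.5 uM final; readout was AmpLite Red fluorescence (525/598 nm) after 20 min at RT.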
uPA surface inh: cell surface uPA generation inhibition | cell surface uPA generation assay, qHTS | 330,000 compounds, 0.31% hits | Potency, µM (highest dose often 38.3 µM), for inactives: at the highest dose activity change, negative = inhibition, most hits filed as inhibitors | AID 540303; active means well fitted inhibition curve with a large enough effect; inconclusive means small, poorly fitted or top-dose-only effect; inactive means no such curve, though single readings can be large or run the other way; tested in mouse RAW 264.7 cells; further: potency means the concentration at half of the fitted maximal effect; on the % scale 0 is the no-effect control and ±100 the full control effect; nearly all actives have a fitted effect of over 55% in size
RORgamma inh: ROR gamma (mouse) transcription inhibition; Drosophila S2 Gal4-RORgamma UAS-luciferase reporter, 20 h; Potency, µM (titrated, usually from 53.6 µM), for inactives: top-dose activity change, negative = inhibition, actives largely listed as inhibitors; 310,000 compounds, 5.4% hits; further: potency means the concentration at half of the fitted maximal effect; on the % scale 0 is the no-effect control and ±100 the full control effect; nearly all actives have a fitted effect of over 60% in size
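Stable Schneider cell line, Gal4 DNA-binding domain fused to ROR gamma, UAS-luciferase. Cmpd 1 hr RT → CuSO4 700 uM final → 20 hr RT → luciferase reagent 10 min → luminescence.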
NPC1 prom act: activates the NPC1 promoter; Potency, µM (titrated, usually from 9.22 µM), without a hit: at the top dose activation, hits mostly activators; 320,000 compounds, 2.4% hits; AID 485313; Huh7 NPC1 promoter luciferase reporter, 24 h;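 further: potency means the concentration at half of the fitted maximal effect; % of control where 0% means no effect; nearly all actives have a fitted effect of over 60% in size; reporter is driven by a mutant NPC1 promoter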
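Compounds in DMSO were transferred onto Huh7 NPC1-luciferase reporter cells pre-incubated 2 h; after 24 h at 37 °C, Amplite reagent was dispensed and luminescence recorded 10 min later.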
Rab9 prom act: activators of Rab9 promoter; AID 485297; 320,000 compounds, 2.8% hits; Huh7 Rab9 promoter-luciferase reporter, luminescence, 24 h; Potency, µM (highest dose often 9.22 µM), inactives show top-dose activation, negative = inhibition, most hits filed as activators; further: potency means the concentration at half of the fitted maximal effect; % of control where 0% means no effect; nearly all actives have a fitted effect of over 60% in size
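Rab9 promoter-driven luciferase in stably transfected Huh7 cells; 1500 cells/well rested 2 h, exposed to compound in DMSO for 24 h at 37 °C, 5% CO2. Luminescence read 10 min after adding luciferase reagent at ambient temperature.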
Gal4-VP16 FLuc: inhibits Gal4-VP16 luciferase reporter, ROR gamma counter-screen; Drosophila S2 Gal4-VP16 UAS-luciferase, luminescence, 20 h; Potency, µM (highest dose often 53.6 µM), inactives show at the highest dose activity, negative = inhibition, hits mostly inhibitors; 310,000 compounds, 3.5% hits; AID 2546;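 further: Gal4-VP16 expression switched on by copper sulfate through the metallothionein promoter; potency means the concentration at half of the fitted maximal effect; on the % scale 0 is the no-effect control and ±100 the full control effect; nearly all actives have a fitted effect of over 50% in size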
The depositor's hits bear a star; ? = inconclusive; . = not tested or not shown; [ ] = remark or other dose. Unless noted, the call rests on the fitted dose curve; in most records, active means well fitted curve in the direction sought with a large enough effect; inconclusive means small, poorly fitted or top-dose-only effect, or another doubt; inactive means no such curve, though single readings can be large; an effect the other way counts as inactive or inconclusive.

smiles	ELG1 genotox	Tb PFK block	FLuc modulator	Giardia killer	KCNH2 3.1 block	FBPA coupling cs	uPA surface inh	RORgamma inh	NPC1 prom act	Rab9 prom act	Gal4-VP16 FLuc
CCN(CC)S(=O)(=O)c1ccc(C(=O)NCCc2ccccn2)cc1	10%	2%	-8%	-4	14	-1	0%	28%	1%	18%	-10%
O=C(/C=C/C(=O)NCc1cccs1)NCc1cccs1	0%	1%	-1%	1	2	0	-1%	6%	2%	2%	-8%
CCN(CC)CCCn1c(SCC(=O)Nc2cccc(F)c2)nnc1-c1ccoc1C	0%	0%	4%	3	-11	-2	-10%	-7%	5%	-2%	-4%
Cc1nonc1OCC(C)(COc1nonc1C)NC(=O)c1ccccc1	1%	-3%	-5%	-18	22	4	.	63%	-1%	-10%	-2%
Cc1ccc(C)c(N(CC(=O)NC2CCCC2)C(=O)c2cc3cc4cc(C)ccc4nc3s2)c1	-6%	2%	1%	-22	9	1	-8%	-1%	-3%	-3%	-1%
CCOC(=O)[C@@H]1[C@H]2COc3ccc(Br)cc3[C@@H]2N2C(=O)N(c3ccc(Cl)cc3)C(=O)[C@@]12C	-1%	1%	.	-13	-6	.	10%	.	.	.	.
CC1CCCCC12NC(=S)N(c1ccccc1)N2 (stereo unspecified)	?	-10%	?	-10	8	2	2%	?	-1%	-1%	4%
CSc1ccccc1NC(=O)CN(C)CC(=O)Nc1ccccc1F	1%	-4%	0%	0	15	-3	4%	-30%	-2%	-2%	3%
CNC(=S)N(CCc1c(C)[nH]c2ccc(F)cc12)Cc1cccnc1	-1%	0%	0%	37[activator]	-8	1	-13%	17%	-1%	-4%	1%
CCCCN1C(=S)NC[C@@H]1Cc1cccc2ccccc12	2%	-5%	?	5	-11	-1	6%	3.2µM*	15%	4%	11µM*
Cc1ccc(-c2nnn(CC(=O)O)n2)cc1	3%	0%	-10%	1	11	5	1%	-14%	-3%	-11%	-6%
Cc1ccc(C)c(NCC(=O)NNC(=S)Nc2ccccc2)c1	-1%	2%	0%	-4	21	2	1%	?	-1%	-7%	?
O=c1c2cc(Cl)ccc2[nH]c(=S)n1Cc1ccco1	4%	-9%	3%	1	5	2	.	2.2µM*	-2%	-3%	5.6µM*
O=C(NCCCN1CCN(c2ccccc2)CC1)C1CCCN(c2ncnc3c2nc2n3CCCCC2)C1 (stereo unspecified)	-7%	1%	-1%	-5	-2	0	-19%	-33%	1%	-3%	5%
O=C(OCCCOc1ccc(F)cc1)c1ccc(O)cc1O	-2%	-1%	-2%	0	.	.	-3%	-27%	-4%	1%	-7%
Cc1cc(Cl)c2ccc(Cl)cc2n1	-2%	0%	3%	28	4	-3	4%	-9%	1%	-9%	-4%
O=C(Nc1nnc(-c2cccs2)s1)C1CC1	?	-9%	-4%	-22	4	1	-2%	?	30%	5µM*	10%
O=C(CCN1C(=O)c2ccccc2C1=O)Nc1ccc(-c2nc3ccccc3o2)cc1	1.5µM*	0%	2%	-23	-6	0	4%	13%	2.2µM*	1.4µM*	2%[0.365 µM]
COCc1[nH]nc2c1C1(C(=O)Nc3ccc(F)cc31)C(C#N)=C(N)O2 (stereo unspecified)	-1%	0%	0%	23	20	2	3%	6%	1%	11%	-7%
O=C(COC(=O)c1ccc(CO)cc1)c1ccc(S(=O)(=O)N2CCCCC2)cc1	2%	?	-1%	6	10	.	4%	.	-2%	-12%	.
Cc1noc(C)c1C(=O)NC1=NCCS1	5%	-14%	-3%	38[activator]	6	-2	6%	-8%	-4%	7%	-9%
N#Cc1cccnc1N1CCN(C(=O)c2cccs2)CC1	-2%	0%	7%	4	-10	0	-6%	-3%	1%	1%	1%
CCCC(=O)NNc1cc(=O)c2c(=O)n(C)c(=O)n(C)c2[nH]1	-2%	1%	-1%	2	-6	-1	3%	?	0%	-1%	0%
CC(C)CN(C(=O)CSc1nncn1-c1ccccc1)c1c(N)n(CC(C)C)c(=O)[nH]c1=O	8%	1%	-3%	9	-8	0	4%	0%	-1%	1%	9%
O=C(COC(=O)c1cncc(Br)c1)NC1CCCCCC1	2%	-4%	0%	3	-2	5	1%	-3%	0%	5%	-13%
Cc1nonc1OCC(C)(COc1nonc1C)NC(=O)c1ccc(Cl)cc1	-5%	-2%	2%	3	19	2	.	?	-1%	-1%	-9%
CC(=O)Nc1ccc2[nH]c3ccccc3c2c1	1%	0%	19µM*	13	-3	0	-3%	35%	3%	21%	1%
Nc1c(C(=O)Nc2ccc(Cl)cc2)oc2ccccc12	2.3µM*	-1%	2.7µM*	22	14	-1	-27%	7%	1.4µM*	2.5µM*	-27%
O=C(CCCN1C(=O)/C(=C/c2cccs2)SC1=S)Nc1ccc(O)cc1	?	-1%	-9%	-15	-21	4	-7%	?	-32%[inhibitor]	-10%	?
Cc1ccc(Cl)c(OCC(=O)Nc2cccnc2)c1	?	4%	15µM*	2	-2	.	11%	2%	?	8%	2%
Cc1ccccc1NS(=O)(=O)c1ccc(OCC(=O)NCc2ccco2)cc1	-4%	-6%	1%	0	3	1	-5%	-8%	-1%	-1%	-13%
CCn1c(=O)c2c(nc(SCC(=O)NC3CCCC3)n2C)n(C)c1=O	5%	-1%	1%	-3	5	0	-1%	-7%	0%	1%	0%
CSc1ccccc1OCc1cc(C(=O)NCc2ccc(C)s2)no1	2%	1%	?	7	2	1	-3%	?	20%	20%	18%
CCN(CC)C(=O)CSc1nnc([C@@H](N)C(C)C)o1	0%	1%	0%	12	14	0	9%	-6%	-1%	-2%	0%
COc1ccc(NC(C)C(=O)N2CCN(Cc3ccccc3)CC2)cc1 (stereo unspecified)	-1%	0%	1%	-23	18	2	-5%	-24%	0%	-7%	-6%
COCC(C)(C)COS(N)(=O)=O	-1%	2%	0%	24	11	5	7%	3%	-6%	2%	2%
CC1CCCCN1C(=O)Cn1nnc(-c2cccnc2)n1 (stereo unspecified)	3%	2%	1%	-3	-1	-2	10%	39%	3%	-1%	-9%
COCCNC(=O)c1ccc(N2CC3CC(C2)c2cccc(=O)n2C3)c(NC(=O)c2ccc(F)cc2)c1 (stereo unspecified)	1%	-1%	4%	-1	11	.	-10%	0%	-4%	-7%	2%
CCN(CC)CCNC(=O)Cn1cnc2sc(C)c(S(=O)(=O)N3CCOCC3)c2c1=O	3%	0%	0%	2	2	2	2%	?	0%	3%	-5%
Cc1ccccc1N/C(=N/S(=O)(=O)c1cc(F)ccc1F)c1ccccc1	-3%	2%	3%	-23	-2	.	1%	42%	5%	-5%	10%
COc1ccc(S(=O)(=O)NC2CC(=O)N(c3cccc(F)c3)C2)cc1OC (stereo unspecified)	-2%	0%	6%	-9	10	.	-2%	.	0%	-2%	.
COc1ccc2sc(-c3ccccc3OC)c(-c3ccc(O)cc3)c2c1	1%	3%	-8%	16	.	.	13%	.	0%	-1%	.
Cc1noc(C)c1C(=O)Nc1sccc1C(N)=O	10%	1%	.	0	3	.	-10%	.	.	.	.
O=C(COC(=O)Cc1cccs1)Nc1cccc(S(=O)(=O)N2CCOCC2)c1	-2%	1%	3%	8	-24	.	4%	.	-1%	-7%	.
CCOC(=O)C1=C(COC(=O)c2ccc(OC(C)C)cc2)NC(=O)NC1C (stereo unspecified)	7%	0%	3%	9	-1	.	-3%	.	0%	-1%	.
O=C(Nc1cc(=O)[nH]c2nc(-c3ccccc3)nn12)c1ccccc1Cl	2%	-1%	-4%	4	29	-1	-2%	21%	-2%	-1%	-18%
CCCNC(=O)Cn1c(-c2ccc(F)cc2)cc(C(=O)OCC)c1C	?	1%	3%	3	7	0	7%	-20%	-6%	-5%	1%
O=c1[nH]c2ccccc2nc1NCc1ccccc1	14%	2%	?	-17	4	-2	-3%	29%	16%	18%	11%
Cc1sccc1/C=N/NC(=O)c1ccco1	7%	1%	-1%	-4	-17	.	-16%	-8%	-2%	-1%	-1%
